# Vif imaging: blocks HIV Vif function. HEK293T cells, Vif self-association by quenched fluorescence, imaging, 24 h. inhibition, % at 7.49 µM. hit rate 0.35% among 340,000; in the data active = inhibition above about 50%, passing the limit was not always enough; note: some results filed as inactive read as strong as hits
# TROY NFkB inh: blocks TROY-dependent signaling in reporter cells | hit rate 0.98% among 360,000 | AID 1347056 | Q293 LMP1-TROYcd NF-kB luciferase reporter, 4 h | inhibition, % at 10 µM;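 active = compounds whose plate-normalised and pattern-corrected inhibition of the luciferase reporter signal at the single screening dose is 50% or more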
# TRAIL sens C8: caspase-8 TRAIL sensitization | NB7+C8 cells + TRAIL, ATPlite viability luminescence | inhibition (viability loss, TRAIL sensitization), % at 10 µM | hit rate 1% among 360,000;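 active = compounds causing at least 50% loss of cell viability in the single-dose screen, relative to plate controls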
# COUP-TFII inh: inhibitors of human COUP-TFII (NR2F2) | hit rate 0.7% among 370,000 | HEK293T NGFI-A luciferase reporter, luminescence | AID 686940 | inhibition, % at 8.6 µM | P24468;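 active = inhibition above a per-plate cutoff, mean inhibition of test wells between control levels plus 3 SD, cut at about 38% in these data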;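 note: cells cotransfected with COUP-TFII expression vector driving the NGFI-A reporter; 0% = median of COUP-TF2 test wells and 100% = reporter-only cells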
# SRC2 inh: human SRC2 (NCOA2) inhibition. inhibition, % at 9 µM. HEK293 GAL4-SRC2 luciferase reporter, luminescence. hit rate 0.17% among 370,000. AID 651957. Q15596;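 active = inhibition above the mean inhibition of all tested compounds plus 3 SD, set per campaign, cut at about 52% in these data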;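 note: 0% = DMSO treated cells and 100% = cells given Gossypol at 36 µM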
# TLR9-MyD88 inh: TLR9-MyD88 interaction inhibition; Q9NR96+Q99836; CHO BLA complementation TLR9-MyD88, CCF4 FRET ratio; inhibition, % at 4.98 µM; hit rate 0.21% among 340,000;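 active = inhibition above the mean over all tested compounds plus 3 SD, cut at about 21% in these data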;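 note: 0% = DMSO only wells and 100% = clavulanate BLA inhibitor control wells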
# EBV LMP1 NFkB: Epstein-Barr LMP1 NF-kappaB reporter inhibition; LMP1-induced NF-kappaB luciferase reporter cells, luminescence; inhibition, % at 12.5 µM; hit rate 0.69% among 350,000; in the data active = inhibition above about 41%;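 note: 0% = neutral control wells and 100% = reference inhibitor control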
# SRC1 inh: human NCOA1 inhibition; inhibition, % at 3.6 µM; Q15788; hit rate 0.12% among 360,000; HEK293 GAL4-SRC1 luciferase reporter, luminescence;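 active = inhibition above the campaign mean plus 3 SD, with each screening campaign given its own cutoff, cut at about 60% in these data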;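 note: 0% = DMSO treated cells and 100% = gossypol at 36 µM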
# NOD2 RIPK2 PPI: inhibitors of human NOD2-RIPK2 interaction. O43353. CHO BLA complementation NOD2-RIPK2, CCF4 ratio. inhibition, % at 4.98 µM. hit rate 0.38% among 360,000. AID 624267; in the data active = inhibition above about 21%;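 note: 0% = vehicle only and 100% = reference blocker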
# NCOA3 inh: inhibitors of human steroid receptor coactivator 3 (SRC3); Q9Y6Q9; HEK293 GAL4-SRC3 luciferase reporter, luminescence; inhibition, % at 3.6 µM; hit rate 0.17% among 360,000;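 active = inhibition above a per-campaign cutoff, the mean of all compounds plus 3 SD, cut at about 60% in these data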;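 note: 0% = DMSO-treated cells and 100% = gossypol-treated cells at 36 µM; higher means less SRC3-driven luciferase light from the GAL4 reporter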
# NR5A2 inv ag: suppresses constitutive activity of human LRH-1 | HEK293T StAR-luciferase reporter, LRH-1 transfected, 24 h | AID 602396 | inhibition, % at 3.6 µM | hit rate 0.13% among 360,000;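 active = inhibition above the mean inhibition of all tested compounds plus 3 SD, cut at about 73% in these data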;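 note: 0% = DMSO wells and 100% = reporter-only cells lacking LRH-1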
# An asterisk follows results filed as active; nt = not tested or not shown. This is a subset; the hit share may differ from the screen's.
SMILES,Vif imaging,TROY NFkB inh,TRAIL sens C8,COUP-TFII inh,SRC2 inh,TLR9-MyD88 inh,EBV LMP1 NFkB,SRC1 inh,NOD2 RIPK2 PPI,NCOA3 inh,NR5A2 inv ag
O=C(c1ccsc1)N1CCCC(N2CCN(c3cccc(Cl)c3)CC2)C1 (stereo unspecified),-10,-5,19,0,-36,-1,-2,-27,-8,-5,0
CCSc1nnc(-c2ccc(Cl)cc2Cl)o1,0,-59,25,-25,-39,-2,-20,-109,-3,-81,-144
COc1ccccc1NC(=O)c1sc2ncn(Cc3cccc(C)c3)c(=O)c2c1C,1,12,-36,13,-17,11,9,-12,-3,-3,12
COC(=O)c1[nH]c2ccccc2c1NC(=O)CN1CC(C)OC(C)C1 (stereo unspecified),-19,-2,-13,-14,-20,-6,3,-8,-2,5,8
Cc1ccc(CN2CC(C(=O)N3CCN(S(=O)(=O)c4cccc(F)c4)CC3)CC2=O)cc1 (stereo unspecified),-1,7,-23,-1,-2,1,4,-4,0,4,5
COc1ccc(-c2onc(C)c2-c2ccc3c(c2)OCCO3)c(O)c1,-1,23,-5,-3,-42,-5,-9,10,9,15,-8
COc1ccccc1CNC(=O)CSc1nc2nc(C)cc(C)n2n1,0,-7,1,-7,-2,-4,-1,-18,-11,15,2
CCOc1ccc(CN2CCCN(C)CC2)cc1,-1,-6,-2,5,15,3,-12,-20,-10,7,16
COc1ccc(OC(=O)COc2cccc(C)c2)cc1,25,6,-9,2,-5,-7,9,-3,9,2,22
O=C(COc1ccc(S(=O)(=O)NCc2ccccc2)cc1Cl)NCc1ccncc1,-10,-9,2,11,-13,13,-4,-23,-2,4,-10
COc1cc(OC)c(C(=O)OC(C)C(=O)Nc2cc(C(F)(F)F)ccc2Cl)cc1OC (stereo unspecified),-9,3,7,11,9,-2,-7,2,7,13,9
CC(=O)c1cccc(NC(=O)COC(=O)Cc2ccc(Cl)cc2)c1,-1,10,-12,5,-31,4,0,-8,-1,0,-11
COc1ccc(C(=O)NCc2cccnc2)cc1OC,11,-2,-8,-11,11,1,-1,-17,0,-2,-10
CCCCn1nnnc1NCc1ccc(N2CCCC2)cc1,-2,9,-2,5,-11,-6,13,7,-7,2,3
CC(C)N1CCCC(C)(C(=O)Nc2nc3ccccc3[nH]2)C1 (stereo unspecified),0,8,1,-11,11,nt,nt,-5,-9,-22,-8
O=C(c1cc2c(=O)oc3ccccc3c2s1)N1CCOCC1,18,-40,10,-10,-27,-1,-3,-14,-7,-12,-14
CN(Cc1ccccc1)C(=O)CSc1cc(=O)n(C)c2ccccc12,2,-9,3,-20,8,-4,1,-8,-10,-7,-13
CC1=C(C(=O)N(C(C)C)C(C)C)CC(CC(=O)NCc2ccco2)C(=O)N1CCC1=CCCCC1 (stereo unspecified),nt,2,6,18,16,nt,nt,4,-8,4,4
Cc1noc(C)c1C(=O)OCC(=O)/C=C1\N(C)c2ccccc2C1(C)C,0,1,-2,13,-18,-1,2,-3,0,14,-1
C[C@H](CO)N1C[C@H](C)[C@@H](CN(C)C(=O)NC2CCCCC2)Oc2c(NS(=O)(=O)c3cn(C)cn3)cccc2C1=O,-3,13,6,5,8,-5,50*,-3,-14,-8,-5

# EBV LMP1 NFkB, entries above that show a hit
Compound | Vif imaging | COUP-TFII inh | SRC2 inh | TLR9-MyD88 inh | EBV LMP1 NFkB | SRC1 inh | NOD2 RIPK2 PPI | NCOA3 inh | NR5A2 inv ag
C[C@H](CO)N1C[C@H](C)[C@@H](CN(C)C(=O)NC2CCCCC2)Oc2c(NS(=O)(=O)c3cn(C)cn3)cccc2C1=O | -3 | 5 | 8 | -5 | 50* | -3 | -14 | -8 | -5

# Additional records:
SMILES,Vif imaging,TROY NFkB inh,TRAIL sens C8,COUP-TFII inh,SRC2 inh,TLR9-MyD88 inh,EBV LMP1 NFkB,SRC1 inh,NOD2 RIPK2 PPI,NCOA3 inh,NR5A2 inv ag
Cn1c(=O)oc2cc(S(=O)(=O)N3CCC(C(=O)Nc4ccc(OC(F)(F)F)cc4)CC3)ccc21,-7,-3,8,0,11,-8,-13,21,-1,16,0
CC1C(c2ccccc2)N(C)C(c2ccccc2)CC1(O)c1ccccc1 (stereo unspecified),1,-2,-1,-3,0,-4,1,3,-5,10,17
COc1ccc(CNC(=O)c2cc(C3CC3)nc3c2cnn3C(C)C)cc1,nt,-4,-4,15,-2,-8,10,-7,6,11,13
O=C(Nc1cc(Cl)ccc1N1CCOCC1)c1ccco1,-7,9,12,8,-4,10,-4,30,-1,14,28
CCCCNC(=O)c1sc(=S)n(-c2ccccc2OC)c1N,-1,4,-11,-4,-17,-7,7,3,-6,11,3
c1nc(COc2nsnc2N2CCOCC2)cs1,9,-4,1,3,-7,-3,-2,-12,0,13,7
CCOC(=O)NC(=O)COC(=O)CNC(=O)c1cccc(OC)c1,-2,4,-15,16,2,-17,-3,-19,-10,-17,-3
NC(=O)c1ccc(NC(=O)COC(=O)c2ccc([N+](=O)[O-])cc2)cc1,24,9,1,21,-23,2,-1,-16,-10,-10,6
CCNc1ccc(C(=O)OCC(=O)Nc2cc(C)on2)cc1[N+](=O)[O-],18,-17,-23,-44,-18,-7,-8,-2,8,-16,8
COc1cc(CCC(=O)OCC(=O)N2CCc3ccccc32)cc(OC)c1OC,-14,3,9,4,-11,-7,-5,10,6,5,21
O=C1C2ON(c3ccc(Br)cc3)C(c3cccnc3)C2C(=O)N1C1CCCCC1 (stereo unspecified),-1,-7,16,1,1,4,7,-3,0,1,7
CC1Cc2ccccc2N1Cc1cc(=O)c(OCC(=O)Nc2ccccc2)co1 (stereo unspecified),-5,-13,18,9,16,-2,1,-13,4,-29,0
O=C(c1cc2c(c(-c3cccc(-c4ccc(F)cc4)c3)n1)[C@H](CCO)N(C(=O)c1ccc3c(c1)OCO3)C2)N1CCOCC1,nt,-3,12,-7,10,nt,nt,nt,-3,nt,21
Cc1ccc(CNC(=O)C2CCC(=O)N(CC3CCCCC3)C2)o1 (stereo unspecified),-3,0,-5,-9,-15,-3,-1,3,-8,0,-11
CCN(Cc1nc2ccccc2n1C)c1ccccc1,-2,4,3,1,-31,-16,-1,-7,10,-3,-2
CCOc1ccc(NC(=O)CN2C(=O)NC3(CCCC3)C2=O)cc1S(=O)(=O)N1CCCCC1,23,0,-4,3,10,-4,-7,-27,-7,-8,-14
COc1ccc(CNC(=O)C2CCN(S(=O)(=O)N3CCC(C)CC3)CC2)c(OC)c1,5,9,-3,16,-8,-2,-5,-2,-3,-16,25
CCSc1nc(-c2ccccc2)nc(C(Cl)Cl)n1,-3,-3,-4,2,20,1,67*,-29,-3,-11,10
O=C(Nc1ccccc1OC(F)F)c1ccc(-n2cncn2)c([N+](=O)[O-])c1,nt,0,-2,-6,-12,5,-8,11,-3,17,-11
COc1ccc(Cn2nnnc2C(c2ccccn2)N2CCN(c3cc(Cl)ccc3C)CC2)cc1 (stereo unspecified),-4,4,-12,12,-12,-8,13,-3,-11,17,-9
CN(C)c1ccc(C(CNC(=O)Cc2cccc3ccccc23)N(C)C)cc1 (stereo unspecified),3,3,-19,3,21,-9,-7,-11,0,0,6
Cc1cccc(OCC(=O)Nc2nccs2)c1C,-12,-7,42,-36,-132,-6,1,-148,-9,-108,-141
CN(C)CCCOc1ccc(C(C)(C)c2ccccc2)cc1,5,-12,15,20,5,-5,-5,20,-6,1,6
COc1cccc(-n2nnc3c(=O)n(C/C=C/c4ccccc4)cnc32)c1,-5,-6,-8,5,-6,-11,-5,-18,-16,3,-12
CCOP(=O)(c1ccccc1)C1(C#N)CCCC1 (stereo unspecified),1,2,-1,2,4,-2,-11,-15,-6,18,20
O=C(Nc1nc2ccccc2[nH]1)c1ccc(Br)o1,-1,-33,44,-49,-69,2,-18,-115,-7,-94,-112
N#Cc1ccccc1OCC(=O)Nc1ccc2c(c1)OCO2,-2,-45,24,-39,-27,-5,-12,-108,0,-87,-179
CCc1cccc(NC(=O)C2CCCN2S(=O)(=O)c2ccc3c(c2)n(C)c(=O)c(=O)n3C)c1 (stereo unspecified),-2,5,-6,-8,12,-2,-8,2,3,-6,-4
Cc1cnc(NC(=O)c2ccco2)s1,-11,-32,9,-25,-38,1,-19,-94,-4,-72,-114
O=C1c2ccccc2C(=O)N1CC1CO1 (stereo unspecified),-2,2,-17,-4,-8,-1,1,-1,5,-9,1
CCCS(=O)(=O)N1CCC(CCOc2ccccc2)(C(=O)OCC)CC1,-28,1,-3,12,2,-3,4,2,4,17,15
Cc1cc(=O)n2[nH]cc(C(=O)O)c2n1,0,0,-31,-10,-14,0,-4,-16,-7,16,-3
Cc1ccc(S(=O)(=O)c2c(C)nn(-c3ccccc3)c2OC(=O)c2ccco2)cc1,-1,18,-8,-3,2,3,-4,-15,-3,-9,15
CCOC(=O)c1ccc(NC(=O)CSc2nc3ncccc3[nH]2)cc1,1,-16,-2,-17,-23,4,-2,2,-10,8,-27
O=C(COC(=O)/C=C/c1ccccc1)NC1CCS(=O)(=O)C1 (stereo unspecified),23,-4,9,-10,-2,-4,-1,-10,-13,20,-12
Cn1cccc1Cc1nnc(SCC(=O)Nc2ccc(F)cc2)n1CCc1ccccc1,-2,8,-9,5,11,4,1,-24,-4,12,7
CCN(CC)S(=O)(=O)c1cc(NC(=O)c2cc(-c3ccccn3)nc3ccccc23)ccc1C,35,14,-4,35,-21,2,13,16,-4,17,10
Cc1cc(Nc2ccc(C(=O)N3CCCCC3)cc2)c2cccc(C)c2n1,-1,0,-9,6,-7,2,6,-14,3,4,-37
O=C(NCc1ccccc1)c1c(Cl)nc(Cl)c(Cl)c1Cl,3,66*,94*,25,22,20,81*,2,15,38,22
COC(=O)C1(C(=O)OC)c2ccccc2N(S(=O)(=O)c2ccc(C)cc2)C1CC(C)=O (stereo unspecified),nt,nt,-4,-19,3,nt,nt,nt,-3,nt,7
COc1ccccc1-n1c(C)nnc1SCC(=O)NCc1ccccc1,8,-5,23,11,-19,-4,-4,3,-14,-25,-8
COc1ccc(N2C(=O)CC(Sc3nnnn3-c3ccc(F)cc3)C2=O)cc1 (stereo unspecified),19,-7,4,18,7,17,6,-14,41*,11,-16
COc1cc(NC(=O)c2cccc(F)c2)ccc1NC(=O)c1cc2ccccc2o1,-11,-13,8,-4,-16,-3,-8,15,2,2,-9
CCn1c(SCC(=O)Nc2nccs2)nnc1-c1ccc(S(=O)(=O)N2CCCCCC2)cc1,-12,26,11,14,7,-2,5,2,-6,4,11
COc1ccc(-c2csc(NC(=O)C3=NN(c4ccccc4)C(=O)CC3)n2)cc1,-2,36,36,49*,5,-3,8,17,7,18,7
CC(C)(C)NC(=O)CSc1nnc(NC(=O)c2ccccc2Cl)s1,-6,-19,17,-9,-32,-2,0,-7,2,-12,-27
COc1ccc(CCNC(=O)CN2CCN(c3cccc(Cl)c3)CC2)cc1OC,4,0,0,17,-3,-1,6,-15,-6,-6,-4
c1csc(C2Nc3ccccc3-c3nc4ccccc4n32)c1 (stereo unspecified),nt,-5,-9,-39,-13,-2,5,-9,2,-9,-73
O=C(CN1C(=O)NC(Cc2ccccc2)C1=O)Nc1ccccc1F (stereo unspecified),1,-3,-3,-8,-3,2,-2,-1,-10,2,8
CN(CC(=O)Nc1n[nH]c(=S)s1)S(=O)(=O)c1cccc2cccnc12,-12,8,10,-8,-41,3,-1,-15,-11,-23,0

# Bioassay records: PubChem, several laboratories
